# Screens: PubChem BioAssay, Sanford-Burnham Center for Chemical Genomics
# HKDC1 inhibitor = inhibitors of human hexokinase HKDC1; Q2TB90; recombinant HKDC1, G6PDH/diaphorase resazurin coupled fluorescence; inhibition, % at 20 µM; 0.16% of 340,000 active; AID 493160;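 active means inhibition above about 35% when tested at 20 µM, limit read from the data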;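 further: plate controls were DMSO wells with enzyme for no effect and DMSO wells lacking enzyme for full effect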
#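 Test system: recombinant HKDC1 (HK5) hexokinase enzyme, produced in-house / Doses: 20 µM test compound, 1% DMSO / Timing: 90 min, room temperature / Detection: G6PDH/diaphorase-coupled fluorescence, 1 mM NADP, 100 µM resazurin, 525/613 nm / Control set: DMSO wells with and without enzyme mix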
# Apaf1 inhib = blocks human Apaf-1 apoptosome activity | O14727 | reconstituted apoptosome caspase-3 activity, DEVD-Rh110 fluorescence | inhibition, % at 20 µM | 0.71% of 330,000 active; active means inhibition of at least 40% at 20 µM;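 further: plate controls were DMSO wells for no effect and DEVD-CHO caspase inhibitor wells for full effect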
#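 Material: cell-free apoptosome with Apaf-1, procaspase-3 and caspase-9; Buffer or medium: Hepes pH 7.5 with detergent and BSA; Reagent: cytochrome c trigger plus (Z-DEVD)2-Rh110 caspase-3 substrate; Times: compound with Apaf-1, dATP, procaspase-3 30 min, then 50 min reaction, room temperature; Technique: Rh110 fluorescence intensity.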
# SENP8 block-1 = SENP8 protease inhibition; purified SENP8, Z-RLRGG-aminoluciferin cleavage, luminescence; Q96LD8; 1.2% of 330,000 active; inhibition, % at 10 µM; AID 2540; in the data active means inhibition above about 50%
# Target sequence (Q96LD8 whole entry, looked up): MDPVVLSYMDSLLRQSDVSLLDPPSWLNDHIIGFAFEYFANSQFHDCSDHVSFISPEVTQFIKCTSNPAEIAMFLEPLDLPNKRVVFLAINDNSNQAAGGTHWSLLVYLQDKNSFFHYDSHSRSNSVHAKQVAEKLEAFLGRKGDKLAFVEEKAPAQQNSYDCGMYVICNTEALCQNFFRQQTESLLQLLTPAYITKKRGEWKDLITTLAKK
# SENP6 block = SENP6 protease inhibition. Q9GZR1. Recombinant SENP6 catalytic domain, aminoluciferin luminescence. inhibition, % at 10 µM. 1.8% of 330,000 active. AID 2599;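 active means inhibition above about 50% at the single tested dose, limit read from the data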;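 further: plate controls were DMSO wells with enzyme for no effect and DMSO wells lacking enzyme for full effect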
# Target sequence (Q9GZR1 628-1112 limits assumed): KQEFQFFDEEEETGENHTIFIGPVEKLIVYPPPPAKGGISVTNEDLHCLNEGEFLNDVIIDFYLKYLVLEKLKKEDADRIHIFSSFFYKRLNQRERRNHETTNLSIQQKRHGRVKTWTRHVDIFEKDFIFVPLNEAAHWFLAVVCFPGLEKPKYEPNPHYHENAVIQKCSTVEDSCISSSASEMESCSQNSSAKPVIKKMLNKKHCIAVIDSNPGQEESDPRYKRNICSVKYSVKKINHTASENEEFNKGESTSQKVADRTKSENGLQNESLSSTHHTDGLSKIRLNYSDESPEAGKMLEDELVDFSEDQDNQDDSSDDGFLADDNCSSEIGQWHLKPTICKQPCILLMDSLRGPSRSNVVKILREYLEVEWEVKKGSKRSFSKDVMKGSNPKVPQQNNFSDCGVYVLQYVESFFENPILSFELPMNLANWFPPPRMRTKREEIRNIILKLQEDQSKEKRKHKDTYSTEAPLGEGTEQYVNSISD
# SENP7 block = SENP7 protease inhibition | Q9BQF6 | recombinant SENP7, Z-RLRGG-aminoluciferin luminescence, 40 min | inhibition, % at 5 µM | 1.5% of 330,000 active;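 active means inhibition above about 50% at the single test dose, limit read from the data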;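 further: plate controls were DMSO with enzyme for no effect and no enzyme buffer wells for full effect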
# SENP8 block-2 = blocks human SENP8 cleavage of Nedd8 substrate; inhibition, % at 20 µM; 0.64% of 360,000 active; Q96LD8; AID 602440; recombinant SENP8, Nedd8 substrate fluorescence; in the data active means inhibition mostly above about 40%, no sharp cut-off; inactive means mostly below about 27%
# PfGluPho inh = PfG6PD (Plasmodium falciparum) enzyme inhibition | PfGluPho enzyme, NADPH resazurin-diaphorase fluorescence | inhibition, % at 20 µM | 0.78% of 350,000 active | AID 504690;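 active means inhibition reaching at least a set limit at 20 µM in the primary screen, cut at about 59% in these data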;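 further: 0% = DMSO wells with substrate and 100% = DMSO wells lacking glucose-6-phosphate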
# SENP1 inh = inhibitors of human SENP1 SUMO protease catalytic domain; recombinant SENP1 catalytic domain, CyPet-SUMO1-YPet FRET cleavage; inhibition, % at 10 µM; Q9P0U3; 0.21% of 360,000 active;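 active means inhibition at least 30% at 10 µM, raw YFP signal under a set limit, fluorescence ratio 0.5 to 1.5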;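 further: 0% = enzyme with DMSO and 100% = no enzyme wells; some results filed as inactive read as strong as hits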
# Target sequence (Q9P0U3 419-644 limits assumed): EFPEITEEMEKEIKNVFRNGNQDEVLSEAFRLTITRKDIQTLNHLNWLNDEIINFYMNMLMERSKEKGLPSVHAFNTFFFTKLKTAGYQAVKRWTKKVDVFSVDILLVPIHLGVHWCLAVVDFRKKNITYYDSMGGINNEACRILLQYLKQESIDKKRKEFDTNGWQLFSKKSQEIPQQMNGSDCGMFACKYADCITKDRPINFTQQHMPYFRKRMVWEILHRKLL
#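 Assay system: hSENP1 catalytic domain, recombinant. Amount: SENP1 enzyme, 20 pM final. Schedule: 50 min reaction, RT, dark. Technique: FRET, CFP and YFP emission. Control set: no-enzyme wells low, DMSO-plus-enzyme wells high control.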
# NLRP3 yeast inh = blocks the NALP3 inflammasome reconstituted in yeast; Yeast reconstituted NLRP3/ASC/caspase-1, beta-gal luminescence, 24 h; inhibition, % at 10 µM; 0.39% of 330,000 active; AID 2825;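 active means inhibition of 50% or more; inactive means inhibition below 50%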;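 further: plate controls were induced DMSO wells for no effect and uninduced yeast grown without galactose for full effect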
# * marks the source's active call; other numbers are inactive results; x = not tested or not shown.
SMILES,HKDC1 inhibitor,Apaf1 inhib,SENP8 block-1,SENP6 block,SENP7 block,SENP8 block-2,PfGluPho inh,SENP1 inh,NLRP3 yeast inh
COc1cc(OC)c(NC(=O)CN(C)S(=O)(=O)c2ccc3[nH]c(=O)oc3c2)cc1Cl,4,-8,-4,18,-5,21,-22,3,5
CC(C)C(Nc1ccc(C(F)(F)F)cc1[N+](=O)[O-])C(=O)O (stereo not drawn),-5,-18,-8,-10,-11,29,15,4,1
O=S(=O)(Cc1ccc(Cl)cc1)c1ccccc1-c1nnc(-c2ccc(Cl)cc2)o1,-3,17,-3,-10,-7,12,5,3,-3
COc1cccc(CNn2c(-c3cccc(C)c3)nc3ccccc3c2=O)c1,-3,10,-5,-10,5,7,42,1,19
CC1(C)C2CCC1(CS(=O)(=O)Nc1ccc(S(=O)(=O)NC3CCCCC3)cc1)C(=O)C2 (stereo not drawn),-1,7,-2,2,4,10,-23,0,10
O=C(O)C1CSC(c2ccco2)N1 (stereo not drawn),4,-1,8,11,-11,-2,15,-4,10
Cc1ccc(Nc2nc(N)c([N+](=O)[O-])c(NCCO)n2)cc1C,1,-1,3,5,4,48*,16,2,16
COCCNC(=O)C(c1ccc(F)cc1)N(C(=O)CCC(=O)Nc1ccccn1)c1ccc(C)cc1 (stereo not drawn),-4,4,7,-18,0,6,21,-1,21
O=C(CN1CCN(c2ccc(F)cc2)CC1)Nc1nccs1,-3,-1,-5,-8,-9,22,3,1,7
CC(=O)c1ccc(N2CCN(C(=O)C3CCCN(S(=O)(=O)c4cnc[nH]4)C3)CC2)cc1 (stereo not drawn),0,9,-11,9,-8,-34,14,1,-9
CCOC(=O)C1=C(Nc2ccccc2)CC(C)(O)C(C(=O)OCC)C1c1ccc(Br)cc1 (stereo not drawn),9,12,6,7,-2,12,10,0,21
Cc1ccc(-n2nc(C)c(NS(=O)(=O)c3ccccc3)c2C)cc1C,-6,1,2,-6,-2,5,-1,0,7
CCn1cc(S(=O)(=O)NCc2ccc3c(c2)OCO3)cn1,0,-10,3,12,-3,1,9,2,18
COc1ccc(CC(=O)NC(CC(=O)O)c2ccc(OC)cc2)cc1 (stereo not drawn),5,9,1,-14,5,18,-6,6,-3
O=C1C(=O)C(c2ccccc2)C(=O)C1c1ccccc1 (stereo not drawn),-7,x,x,x,x,-78,-25,-1,x
CCC(C)(C)n1nnnc1C(c1cccnc1)N1CCCc2ccccc21 (stereo not drawn),-9,-4,-1,-6,1,4,-4,-9,-1
CC(C)(C)OC(=O)C[C@@H]1C/C=C\C[C@@H](CC(=O)N[C@H](CO)Cc2ccccc2)C(=O)NC[C@H](c2ccccc2)OC1=O,5,16,2,-5,4,-13,-17,3,1
CCOC(=O)c1c(-c2ccc(C)cc2C)csc1NC(=O)CSc1nnnn1C,11,23,-7,-12,-5,14,17,2,16
CC(C)N1C(=S)SC(C)(C)C1NO (stereo not drawn),0,-11,-7,-8,0,14,-8,4,22
COC(=O)c1cccc(NC(=O)Cn2nnc3ccccc32)c1,2,3,-6,-10,0,8,4,-2,5
Cc1[nH]n(-c2ccccc2)c(=O)c1N=Nc1ccccc1O,-24,18,-6,15,-9,40*,-24,11,21
COc1cc(O)c(C=Nc2ccccc2NS(=O)(=O)c2ccc(C)cc2)c(OC)c1,-8,x,x,x,x,12,2,51*,x
CCO[C@H]1OC(C(=O)N2CCOCC2)=C[C@@H](c2ccccc2)[C@@H]1CCCO,-1,8,-10,-8,-12,-4,0,1,5
C=CCNC(=O)COC(=O)c1c2c(nc3ccccc13)CCC2,1,15,4,-8,-3,-56,3,3,7
O=C(c1ccc2c(c1)OCO2)C1CCCN(C(=O)NCc2ccccc2)C1 (stereo not drawn),4,-8,-4,-20,-2,18,1,3,6
O=C(CC1C(=O)NCCN1C/C=C/c1ccccc1)NCCc1cccnc1 (stereo not drawn),-3,-6,10,-34,-2,-6,2,-4,-1
Cc1cc(C)nc(SCc2cc(=O)c(OC(=O)c3cc([N+](=O)[O-])ccc3Cl)co2)n1,0,1,-2,-10,0,9,-2,3,15
CC(Oc1ccc(S(=O)(=O)N2CCCC2)cc1[N+](=O)[O-])C(=O)N(C)c1ccccc1 (stereo not drawn),2,0,-1,-4,-4,0,-3,-1,18
C=CCn1c(SCc2nc3scc(-c4ccccc4)c3c(=O)[nH]2)nnc1-c1ccccc1F,1,31,-6,-41,-10,-1,40,12,-3
NC(=O)CC(NC(=O)Cc1ccc(Cl)cc1)c1ccc(NCCOc2ccccc2)c([N+](=O)[O-])c1 (stereo not drawn),-6,19,7,1,1,23,5,6,9
Cc1oc2cc(OC(=O)c3ccco3)ccc2c(=O)c1-c1nc2ccccc2n1C,-2,-1,-11,-1,-12,-221,-1,-3,-15
COc1ccccc1OCC(=O)N/N=C/C=C/c1ccc([N+](=O)[O-])o1,3,15,-9,-15,-4,24,22,7,-9
O=C(Nc1cccnc1)c1ccc(COc2ccccc2Br)o1,11,-4,-10,-19,-7,0,0,-1,10
O=[N+]([O-])c1cc(C(F)(F)F)ccc1NN=C1CCCC1,-10,7,0,-16,6,16,-9,4,30
Cc1c(C(=O)Oc2cccc3cccnc23)oc2ccccc12,8,-7,-12,-12,10,21,7,0,25
CCOc1ccccc1NC(=O)c1cccc(NC(=O)CC(c2ccccc2)c2ccccc2)c1,0,15,6,-18,3,16,7,0,11
COc1ccc(CNC(=O)N2CCN(c3ccc(F)cc3)CC2)cc1,-2,6,-7,-18,4,25,-6,0,26
COc1cccc(CNCCO)c1OCc1ccccc1Cl,-4,-1,3,3,2,20,7,1,-2
COc1cc(SC)ccc1C(=O)OCC(=O)NCCC1=CCCCC1,-2,18,-8,-4,-9,11,-13,-1,17
Cc1cc(=O)n2nc(N3CCC(C(=O)NCc4ccc(Cl)cc4)CC3)sc2n1,-5,5,-6,1,0,5,1,1,5
COc1ccccc1N1CC(C(=O)NCC2COc3ccccc3O2)CC1=O (stereo not drawn),4,-1,5,-13,0,4,1,-1,6
CC(C)(C)c1ccc(OCCC(=O)OCC(=O)NC(=O)NC2CCCC2)cc1,2,37,-3,11,0,4,24,0,17
Oc1ccc(/C=N/n2c(COc3ccccc3)n[nH]c2=S)cc1O,-6,5,-22,-9,-12,-3,-7,-3,7
CCOc1ccccc1CN1C(=O)NC2(CCCCCC2)C1=O,-1,18,-3,5,-2,16,-15,0,26
Cc1cc(C)nc(SCc2ccc(C(=O)N/N=C3\CC(C)CC(C)(C)C3)cc2)n1 (stereo not drawn),-4,-7,4,1,3,26,2,0,6
CN(CCc1ccccn1)C1CC(=O)N(c2ccc(Cl)cc2)C1=O (stereo not drawn),-9,-3,-12,-18,-1,18,4,1,24
CCc1ccc(-c2cc(C)no2)cc1S(=O)(=O)N1CCN(c2ccccn2)CC1,-9,15,-5,-2,0,11,4,0,13
COc1ccc(-c2nc(CS(=O)CC(=O)NCc3ccc4c(c3)OCO4)c(C)o2)cc1 (stereo not drawn),-6,18,-2,-8,1,6,5,2,3

# Arranged by value in SENP7 block (high to low): some entries from above.
Compound	HKDC1 inhibitor	SENP6 block	SENP7 block	PfGluPho inh	SENP1 inh	NLRP3 yeast inh
CC(C)(C)c1ccc(OCCC(=O)OCC(=O)NC(=O)NC2CCCC2)cc1	2	11	0	24	0	17
CN(CCc1ccccn1)C1CC(=O)N(c2ccc(Cl)cc2)C1=O (stereo not drawn)	-9	-18	-1	4	1	24
Oc1ccc(/C=N/n2c(COc3ccccc3)n[nH]c2=S)cc1O	-6	-9	-12	-7	-3	7

# Continued.
SMILES,HKDC1 inhibitor,Apaf1 inhib,SENP8 block-1,SENP6 block,SENP7 block,SENP8 block-2,PfGluPho inh,SENP1 inh,NLRP3 yeast inh
Cc1ccc(NC(=S)c2ccccc2)cc1,8,7,-17,12,-9,19,8,0,2
O=C1CC(SC(=Nc2ccccc2)Nc2ccccc2)C(=O)N1c1cccc(Cl)c1 (stereo not drawn),1,12,0,9,3,23,26,-1,5
CC(NCCOCCOc1ccccc1)c1ccccc1 (stereo not drawn),6,7,-9,-10,-4,21,14,0,3
COc1ccc(CCCc2nnc(SCC(=O)Nc3cccc(C)c3)o2)cc1,-8,4,3,-11,14,10,23,2,15
CCC(=O)NC(=S)Nc1ccc(NC(=O)c2ccc([N+](=O)[O-])cc2Cl)cc1,3,6,7,5,1,43*,-9,4,8
COc1cccc(NC(=O)Nc2cccs2)c1,-9,-11,1,29,8,1,11,3,8
CN(C(=O)CC1C(=O)NCCN1CC1CCCCC1)C1CCOCC1 (stereo not drawn),1,2,-5,17,-8,-202,2,-21,10
CC(C)CC(NC(=O)C1CCC(C)CC1)C(=O)Nc1ccc2c(c1)OCCO2 (stereo not drawn),0,-2,3,4,-1,14,-4,0,17
CC(=O)N1CCN(Cc2nc3cc(NC(=O)c4cccc(Br)c4)ccc3n2C)CC1,-5,6,-9,-20,3,6,1,-1,7
COc1ccc(CCNC(=O)C(=O)NCC2CCCN2S(=O)(=O)c2ccccc2)cc1OC (stereo not drawn),-5,8,-16,-4,-4,5,15,-3,11
CCCCN(C(=O)c1cccc(-n2cnnn2)c1)c1c(N)n(CC(C)C)c(=O)[nH]c1=O,-4,-10,11,-9,-7,7,-1,-2,13
COc1ccc(/C=N/N(C)c2cc(=O)n(C)c(=O)[nH]2)cc1OC,-2,26,-12,-5,-1,16,-18,-82,4

# Compound profiles (already shown):
# CCCCN(C(=O)c1cccc(-n2cnnn2)c1)c1c(N)n(CC(C)C)c(=O)[nH]c1=O in the list: HKDC1 inhibitor: -4; Apaf1 inhib: -10; SENP8 block-1: 11; SENP6 block: -9; SENP7 block: -7; SENP8 block-2: 7; PfGluPho inh: -1; SENP1 inh: -2; NLRP3 yeast inh: 13
# CN(C(=O)CC1C(=O)NCCN1CC1CCCCC1)C1CCOCC1 (stereo not drawn) in the list: HKDC1 inhibitor: 1; Apaf1 inhib: 2; SENP8 block-1: -5; SENP6 block: 17; SENP7 block: -8; SENP8 block-2: -202; PfGluPho inh: 2; SENP1 inh: -21; NLRP3 yeast inh: 10

# Additional results.
SMILES,HKDC1 inhibitor,Apaf1 inhib,SENP8 block-1,SENP6 block,SENP7 block,SENP8 block-2,PfGluPho inh,SENP1 inh,NLRP3 yeast inh
CC(C)CC(NC(N)=O)C(=O)Nc1cccc([N+](=O)[O-])c1 (stereo not drawn),-7,-12,2,-9,-4,8,18,2,8
CC(C(=O)O)n1c2ccccc2c2cnn(C)c(=O)c21 (stereo not drawn),0,0,-7,-4,0,-33,-8,0,3
CCOC(=O)N1CCC(NC(=O)c2cnn3cccnc23)CC1,-5,0,-7,-10,-10,-236,3,-4,22
CC(O)CCc1ccc(O)cc1 (stereo not drawn),-4,-9,2,5,9,10,-13,3,32
O=C(CSc1nnc(Cc2ccccc2)o1)N1CCCC1,-3,-3,6,9,8,12,-8,2,-11
CCCC(=O)Nc1nnc(/C=C/c2ccc(OC)cc2)s1,0,4,5,-8,-3,-272,-11,-48,20
CN1CCN(C(CNS(=O)(=O)c2ccc(F)cc2)c2cccnc2)CC1 (stereo not drawn),3,8,-5,-5,-10,8,10,-6,17
COC(=O)CN(c1nc(C)c(Cl)c(OC)n1)S(=O)(=O)c1ccc(C)cc1,4,5,-2,-17,6,17,-18,1,4

# Random draw from the library; 4.1% or so of the library scored in one or more.
